# Mito fusion act: mitochondrial division inhibition or fusion activation | S. cerevisiae fusion-defective mutant growth rescue, CellTiterGlo 48 h | Potency, µM (doses to about 46.1 µM), for inactives: top-dose growth rescue (activation), actives largely listed as activators | 320,000 tested, 0.23% active | AID 485298;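 also: potency is read from the fitted curve at half-maximal effect; % of control where 0% means no effect; nearly all actives have a fitted effect of over 45% in size; temperature-sensitive fusion mutants such as fzo1-1 at 37 °C on non-fermentable ethanol glycerol medium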
#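 Luminescent cell viability in 1536-well qHTS format served as the measure of rescued growth in ts fusion-mutant S. cerevisiae cultured on non-fermentable YPEG for 48 hours at 37C.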
# MBNL1-CUG inh: MBNL1-poly(CUG) RNA binding inhibition; Q9NR56; TR-FRET MBNL1-His/biotin-(CUG)12 binding, 665/545 ratio; Potency, µM (highest dose often 57.5 µM), for inactives: top-dose activity change, negative = inhibition, most hits filed as inhibitors; 280,000 tested, 0.036% active; active = well fitted inhibition curve with a large enough effect in the signal ratio, with a control signal flat, not every such curve was filed as active; inconclusive = small, poorly fitted or top-dose-only effect, or effect the other way, or a change in a side signal; inactive = no such curve, though single readings can be large or run the other way; the % refers to the signal ratio; also: potency is read from the fitted curve at half-maximal effect; % is scaled to controls: 0 for no effect and ±100 for the full control effect
# Target sequence (Q9NR56 whole entry, looked up): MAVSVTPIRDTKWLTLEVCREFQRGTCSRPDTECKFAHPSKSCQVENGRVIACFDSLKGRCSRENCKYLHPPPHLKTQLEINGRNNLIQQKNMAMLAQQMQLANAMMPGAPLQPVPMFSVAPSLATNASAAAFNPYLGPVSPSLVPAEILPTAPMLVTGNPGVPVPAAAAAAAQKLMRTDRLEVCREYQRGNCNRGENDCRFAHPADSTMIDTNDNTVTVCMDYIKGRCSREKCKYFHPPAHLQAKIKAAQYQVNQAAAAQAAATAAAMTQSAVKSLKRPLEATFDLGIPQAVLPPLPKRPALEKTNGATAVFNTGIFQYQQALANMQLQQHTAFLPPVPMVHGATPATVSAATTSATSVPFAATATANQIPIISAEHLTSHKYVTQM
#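 Compounds (final 92 nM to 58 uM) are added to His-tagged MBNL1 and biotin-(CUG)12, then terbium anti-His antibody and streptavidin-XL665 (5 nM final). After 60 min at room temperature, the 665/545 nm ratio is read.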
# TSG101-PTAP inh: blocks PTAP/TSG101 interaction to inhibit HIV-1 budding; Fluorescence polarization, FITC-PTAP peptide / Tsg101 binding; Potency, µM (doses to about 115 µM), for the others: top-dose activity change, negative = inhibition, actives largely listed as inhibitors; 340,000 tested, under 10 active; active = well fitted inhibition curve with a large enough effect in the main read-out, with a control signal flat, not every such curve was filed as active; inconclusive = small, poorly fitted or top-dose-only effect, or effect the other way, or a change in a side signal; inactive = no such curve, though single readings can be large or run the other way; also: potency is read from the fitted curve at half-maximal effect; % of control where 0% means no effect
# Target sequence (Q99816 whole entry, looked up): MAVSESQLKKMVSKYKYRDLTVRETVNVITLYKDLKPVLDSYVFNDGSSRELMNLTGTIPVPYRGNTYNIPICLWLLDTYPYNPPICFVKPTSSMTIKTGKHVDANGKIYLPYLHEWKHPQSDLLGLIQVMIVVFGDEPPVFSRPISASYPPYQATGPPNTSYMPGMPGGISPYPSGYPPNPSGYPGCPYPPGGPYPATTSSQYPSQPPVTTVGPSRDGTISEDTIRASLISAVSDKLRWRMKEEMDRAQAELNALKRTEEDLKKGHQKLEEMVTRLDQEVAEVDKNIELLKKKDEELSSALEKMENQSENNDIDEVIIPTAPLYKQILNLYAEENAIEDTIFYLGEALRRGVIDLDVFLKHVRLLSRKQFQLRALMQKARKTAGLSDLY
#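 Steps: Tsg101 binding domain dispensed (10 uM final), compounds pinned in DMSO, FITC-labeled PTAP-motif peptide added (50 nM final); after 20 min binding at room temperature, polarization measured.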
# TSHR antagonist: blocks TSH signaling through the human TSH receptor | TSHR-expressing cells, TSH-stimulated cAMP HTRF, 2 h; stronger effect = lower value | activity change, negative = inhibition, % at 11.5 µM | 330,000 tested, 0.2% active;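 active = activity change below a set negative limit, meaning inhibition stronger than a set level, cut at about -70% in these data; inconclusive = activity change between two set negative limits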; also: % is scaled to controls: 0 for no effect and ±100 for the full control effect
#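 Competitive HTRF cAMP read-out (cryptate anti-cAMP antibody, cAMP-d2; 30 min, room temperature) in freshly harvested TSHR cells. Compounds added before TSH at EC80 (4nM final), followed by 2 hours' incubation at 37 deg C.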
# Menin MLL FP TR: menin-MLL binding inhibition, Texas Red mutant peptide. Menin + Texas Red MLL mutant peptide, fluorescence polarization. Potency, µM (highest dose often 61.6 µM), for inactives: at the highest dose FP activity change, negative = inhibition, hits mostly inhibitors. 270,000 tested, 0.23% active; active = well fitted inhibition curve with a large enough effect in the polarisation, with a control signal flat, not every such curve was filed as active; inconclusive = small, poorly fitted or top-dose-only effect, or effect the other way, or a change in a side signal; inactive = no such curve, though single readings can be large or run the other way; the % refers to the polarisation; also: potency is read from the fitted curve at half-maximal effect; % of control where 0% means no effect; many of its hits are not listed in these tables
# AT treatment: potential ataxia-telangiectasia treatments restoring KAP-1 phosphorylation | […] A-T fibroblasts, KAP-1 phosphorylation AlphaLISA; neocarzinostatin DNA damage 30 min before lysis | Potency, µM (titrated, usually from 57.5 µM), inactives show top-dose activation, most hits filed as activators | 320,000 tested, 0.19% active; also: potency is read from the fitted curve at half-maximal effect; % of control where 0% means no effect; nearly all actives have a fitted effect of over 45% in size
#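 hTERT-immortalized A-T patient fibroblasts ([…]), 500 cells/well in OPTI-MEM, 1% FBS, got compounds for 60 min, then NCS for 30 min at 37C. Lysates were then assayed for phospho-KAP-1 by AlphaLISA (anti-pKAP1 donor, anti-KAP1 acceptor beads), 6 hr at 25C.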
# TCR act: activates T cell receptor signaling; primary human leukocytes, anti-CD3, IL-2 HTRF, 48 h; Potency, µM (titrated, usually from 9.22 µM), for inactives: at the highest dose activation of IL-2 secretion, hits mostly activators; 330,000 tested, under 10 active; AID 504894; also: % of control where 0% means no effect
#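 48 hr co-incubation of compounds, a-CD3 beads and primary human leukocytes; IL-2 quantified homogeneously by HTRF with anti-IL-2 K and d2 conjugates.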
# Integrin act MD: integrin-mediated muscular dystrophy alleviation activation; 350,000 tested, 0.064% active; Potency, µM (doses to about 38.3 µM), inactives show at the top dose activation, usual class: activators; AID 624291; alpha7betagal myoblasts, beta-gal FDG fluorescence, 48 h;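 also: potency is read from the fitted curve at half-maximal effect; 100% = response of the positive control SU9516; nearly all actives have a fitted effect of over 60% in size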
#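 alpha7betagal+/- myoblasts (passage 13, 250/well) treated 48 h at 37C with compounds at 1:260 dilution of DMSO stock. Lysed, then beta-galactosidase activity read as FDG fluorescence (ex 480/em 540) after 30 min, with pre-read for autofluorescence.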
# CXXC DNA block: blocks binding of human MLL CXXC domain to DNA. Potency, µM (doses to about 115 µM), without a hit: at the highest dose activity change, negative = inhibition, usual class: inhibitors. MLL-CXXC / FITC-HOXA9 DNA fluorescence polarization. 290,000 tested, 0.037% active. Q03164; active = well fitted inhibition curve with a large enough effect in the polarisation, with a control signal flat, not every such curve was filed as active; inconclusive = small, poorly fitted or top-dose-only effect, or effect the other way, or a change in a side signal; inactive = no such curve, though single readings can be large or run the other way; the % refers to the polarisation; also: potency is read from the fitted curve at half-maximal effect
#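 Purified MLL-CXXC (added from a 7 uM solution) was preincubated 5 min at ambient with pinned compounds in 50 mM Tris-HCl pH 7.5, 50 mM NaCl, 1 mM DTT, 0.05% BSA. Fluorescein-labeled HOX-A9 DNA (50 nM solution) followed, 30 min, then polarization read.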
# S-ASM inh: human S-ASM enzyme inhibition; P17405; placental ASM, HMU-PC fluorogenic substrate, 60 min; Potency, µM (titrated, usually from 57.5 µM), for the others: top-dose activity change, negative = inhibition, most hits filed as inhibitors; 340,000 tested, 0.006% active; AID 504937; also: potency is read from the fitted curve at half-maximal effect
#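 Fluorescence read-out (Ex 386 nm, Em 447 nm) after stopping the reaction at pH 10. Enzyme: ASM from human placenta; substrate HMU-PC0, 9 uM final; 60 min, 37 °C. Compound preincubation 10 min, ambient temperature.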
# Active calls of the source: *; i = inactive; ? = inconclusive; nt = no result given; [ ] = dose if it differs, or a comment. Unless noted, calls follow the shape of the dose curve; as a rule, active = well fitted curve in the direction sought with a large enough effect; inconclusive = small, poorly fitted or top-dose-only effect, or another doubt; inactive = no such curve, though single readings can be large; an effect the other way counts as inactive or inconclusive. Not all compounds are listed. The share of hits here may be higher or lower than overall.
smiles | Mito fusion act | MBNL1-CUG inh | TSG101-PTAP inh | TSHR antagonist | Menin MLL FP TR | AT treatment | TCR act | Integrin act MD | CXXC DNA block | S-ASM inh
COc1cccc(CN2CCC(CO)(CC3CCCCO3)CC2)c1 (stereo not drawn) | 5% | -21% | -5% | -3 | -12% | 6% | 4% | 8% | 1% | 8%
COc1cccc(C(=O)N/N=C2/SCC(=O)N2CCc2ccc(OC)c(OC)c2)c1 | -3% | -7% | -5% | -1 | -20% | -3% | -1% | 1% | -1% | -2%
CC(C)(O)C#CC#CCN1CCOCC1 | 1% | 4% | -2% | -3 | 10% | 0% | 5% | -5% | -1% | 5%
CCN(C(=O)c1ccc2c(=O)n3c(nc2c1)CCCCC3)c1cc(OC)ccc1OC | 9% | 0% | -5% | 12 | -14% | -3% | 3% | -1% | 4% | 1%
CC(=O)Nc1ccc(S(=O)(=O)N2CCSC2C(=O)O)cc1 (stereo not drawn) | -3% | 16% | -2% | 4 | -3% | nt | 8% | -2% | -1% | -1%
O=C(Nc1ncccc1Cl)c1ccc2c(c1)OCCO2 | -7% | nt | 1% | -2 | 2% | 1% | 1% | 0% | -1% | 1%
NC(=O)Cc1nc2scc(-c3ccc(Cl)cc3)c2c(=O)[nH]1 | 0% | 2% | 0% | -2 | -1% | 2% | 0% | 24% | 2% | 0%
CCN(CC)C(=O)COc1ccc(S(=O)(=O)N2CCCC2)cc1 | 2% | -6% | -1% | -2 | -4% | 13% | -1% | 14% | 1% | 0%
Cc1c(C(=O)Nc2nonc2-c2ccc(F)cc2)oc2ccc(F)cc12 | ? | -4% | -4% | ? | ? | 0% | 8% | -75%[inhibitor] | 2% | -15%
CN(C)S(=O)(=O)c1ccc(C(=O)OCC(=O)c2ccc(OC(F)F)cc2OC(F)F)cc1 | -1% | -4% | 0% | 7 | 3% | 2% | 0% | 7% | 3% | -2%
CCOC(=O)[C@H]1[C@H]2COc3ccccc3[C@@H]2N2C(=O)c3ccc(Cl)cc3NC(=O)[C@@]12C | 27% | nt | 5% | -6 | nt | 8% | -7% | 1% | nt | -2%
N#C/C(=C\c1ccc[nH]1)C(=O)Nc1ccccc1[N+](=O)[O-] | -1% | 21% | -1% | 14 | nt | -2% | -3% | -32% | -2% | -3%
COc1ccc(-n2c(SCC(N)=O)nc3nc4c(cc3c2=O)COC(C)(C)C4)cc1 | -1% | -8% | -8% | 6 | -3% | 1% | 2% | -1% | -16% | 0%
CN(C(=O)COC(=O)c1nc(Cl)ccc1Cl)C1CCS(=O)(=O)C1 (stereo not drawn) | 0% | 1% | -2% | -2 | nt | 5% | 1% | -11% | 3% | nt
Cn1c(NC(=O)c2ccc(Cl)s2)cc(=O)n(C)c1=O | 4% | ? | -4% | 16 | 10% | -7% | -6%[46.1 µM] | -21% | 3% | -1%
Cc1ccc2c(c1)C1(OCCCO1)C(=O)N2CC#N | -6% | -16% | -1% | 47 | 2% | 7% | 1% | 5% | -21% | -2%
Cc1ccccc1OCC(=O)NC1=NCCS1 | 2% | -3% | -2% | 9 | -4% | nt | -1% | 8% | 11% | 0%
Nc1c(S(=O)(=O)c2ccccc2)cnc2c(-c3ccc(F)cc3)cnn12 | 3% | -12% | -3% | -3 | ? | 2% | -3% | 33% | -2% | 32%[activator]
O=C(CCl)N1CCN(S(=O)(=O)c2ccc3c(c2)OCCCO3)CC1 | 2% | nt | -2% | 7 | nt | -11% | 9% | -55%[inhibitor] | nt | -4%
CC(C)C1CC(c2csc(N)n2)CCO1 (stereo not drawn) | 4% | -1% | 1% | -4 | 2% | 6% | 0% | 24% | 5% | 0%
O=C(Nc1ccc(S(=O)(=O)N2CCOCC2)cc1)c1ccc2c(c1)S(=O)(=O)c1ccccc1C2=O | -2% | 5% | 0% | -3 | ? | 0% | 2% | 9% | -21% | 3%
CC(C)CCn1c(COc2ccccc2)nn(CCC#N)c1=S | 0% | -5% | -3% | -5 | 1% | 1% | -2% | -5% | 11% | -6%
COC(=O)[C@@H]1C[C@@]2(O)[C@@H](O)[C@@H](O)[C@@H](O)C[C@H]2N1Cc1ccc(-c2ccccc2)cc1 | -12% | 6% | -3% | -3 | 14% | -23% | -5% | 28% | 9% | -1%
COc1cccc(C2=NOC(C(=O)NCc3ccccc3)C2)c1 (stereo not drawn) | -1% | 2% | -3% | -3 | 20% | 1% | 0% | 23% | -6% | 3%
CCOc1ccc(N(C)S(=O)(=O)c2ccc(C)c(C(=O)OCC(=O)c3c[nH]c4ccccc34)c2)cc1 | 4% | 0% | -2% | 1 | ? | 2% | -4% | 16% | -9% | 3%
CCc1ccc(OCC(=O)NNCC(=O)Nc2ccc(OC)cc2)cc1 | -5% | nt | 0% | 20 | nt | -1% | 4% | 8% | nt | -3%
Cc1ccc(NC2CCCN(C(=O)CCc3ccncc3)C2)cc1C (stereo not drawn) | 4% | -2% | -4% | 5 | nt | 7% | 8% | -15% | 9% | 2%
O=C(CCc1ccccc1O)NC1CCCc2ccccc21 (stereo not drawn) | 0% | 2% | 0% | -4 | -5% | 4% | -5% | 4% | -3% | 0%[11.5 µM]
COc1ccccc1-n1cnnc1SCC(=O)Nc1cccc(S(=O)(=O)N2CCCCC2)c1 | -5% | 0% | nt | -5 | -2% | -8% | 9%[46.1 µM] | nt | 0% | nt
CC(C)(C)N(Cc1ccccc1)C(=O)COC(=O)CNS(=O)(=O)c1ccc2ccccc2c1 | 8% | nt | -6% | 12 | nt | -7% | -1% | 7% | nt | -10%
O=C(Nc1ncc([N+](=O)[O-])s1)c1ccccc1Br | -7% | ? | 0% | -26 | ? | -9% | 3% | 2% | -8% | -2%
O=S1(=O)CC(O)C(Nc2ccc(Cl)cc2)C1 (stereo not drawn) | 0% | 4% | 0% | 13 | -3% | -6% | 4%[46.1 µM] | -15% | 0% | -1%
O=C(CSc1nncs1)NC1CCCc2ccccc21 (stereo not drawn) | -1% | -4% | -2% | 4 | 9% | 1% | 2% | 3% | -2% | -1%
CN(C(=O)c1cccc(NC(=O)Cc2ccc(NC(=O)C3CCCN(C(=O)c4ccccc4)C3)cc2)c1)C1CCCCC1 (stereo not drawn) | nt | nt | 1% | nt | nt | nt | 8% | 1% | nt | 0%
O=C(O)CC1CCCC(c2ccccc2)C1=O (stereo not drawn) | 0% | -7% | -2% | 7 | 2% | -5% | -2%[46.1 µM] | -19%[7.66 µM] | 1% | 7%
O=C(Cn1nnc(-c2ccc(N3CCOCC3)cc2)n1)N1CCOCC1 | 4% | -5% | -1% | 6 | nt | -8% | -2% | 4% | -2% | -3%
COC(=O)C1=CN(Cc2ccc(OC)c(OC)c2)C=C(C(=O)OC)C1c1cccc(F)c1 | -5% | 14% | -5% | 13 | 0% | ? | -3% | -32% | 3% | i

# At a glance, some entries already given:
smiles | Mito fusion act | MBNL1-CUG inh | TSG101-PTAP inh | TSHR antagonist | Menin MLL FP TR | AT treatment | TCR act | Integrin act MD | CXXC DNA block | S-ASM inh
CC(C)(C)N(Cc1ccccc1)C(=O)COC(=O)CNS(=O)(=O)c1ccc2ccccc2c1 | 8% | nt | -6% | 12 | nt | -7% | -1% | 7% | nt | -10%
O=C(Nc1ncc([N+](=O)[O-])s1)c1ccccc1Br | -7% | ? | 0% | -26 | ? | -9% | 3% | 2% | -8% | -2%
O=S1(=O)CC(O)C(Nc2ccc(Cl)cc2)C1 (stereo not drawn) | 0% | 4% | 0% | 13 | -3% | -6% | 4%[46.1 µM] | -15% | 0% | -1%
O=C(CSc1nncs1)NC1CCCc2ccccc21 (stereo not drawn) | -1% | -4% | -2% | 4 | 9% | 1% | 2% | 3% | -2% | -1%
CN(C(=O)c1cccc(NC(=O)Cc2ccc(NC(=O)C3CCCN(C(=O)c4ccccc4)C3)cc2)c1)C1CCCCC1 (stereo not drawn) | nt | nt | 1% | nt | nt | nt | 8% | 1% | nt | 0%
O=C(O)CC1CCCC(c2ccccc2)C1=O (stereo not drawn) | 0% | -7% | -2% | 7 | 2% | -5% | -2%[46.1 µM] | -19%[7.66 µM] | 1% | 7%
O=C(Cn1nnc(-c2ccc(N3CCOCC3)cc2)n1)N1CCOCC1 | 4% | -5% | -1% | 6 | nt | -8% | -2% | 4% | -2% | -3%

# Screening data from PubChem BioAssay.
